HDAC3 inh: blocks human histone deacetylase 3; inhibition, % at 8.3 µM; AID 2718; actives 0.15% (n = 320,000); O15379; recombinant HDAC3, fluorogenic peptide/trypsin coupled, fluorescence; in the data active = inhibition above about 26%, passing the limit was not always enough
Target sequence (O15379 whole entry, looked up): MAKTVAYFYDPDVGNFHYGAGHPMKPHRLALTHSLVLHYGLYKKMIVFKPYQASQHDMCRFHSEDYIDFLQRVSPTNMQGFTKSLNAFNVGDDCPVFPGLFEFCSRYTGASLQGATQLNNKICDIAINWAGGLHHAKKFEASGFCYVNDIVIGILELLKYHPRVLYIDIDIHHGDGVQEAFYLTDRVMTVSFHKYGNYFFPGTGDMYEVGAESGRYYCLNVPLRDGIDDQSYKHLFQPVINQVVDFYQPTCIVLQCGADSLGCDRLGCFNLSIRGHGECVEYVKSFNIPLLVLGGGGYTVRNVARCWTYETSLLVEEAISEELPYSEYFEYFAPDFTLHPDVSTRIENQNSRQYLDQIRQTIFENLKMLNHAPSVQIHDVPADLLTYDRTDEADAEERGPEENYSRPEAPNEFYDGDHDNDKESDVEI
KCNK3 block: human KCNK3 channel inhibition, primary screen; AID 602410; B-score at 10 µM; O14649; CHO-KCNK3 thallium flux, FluxOR fluorescence; stronger effect = lower value; actives 0.84% (n = 340,000);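 active = B-score under library mean minus 4 SD, starting fluorescence ratio at most library mean plus 5 SD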;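 also: more negative B-score means stronger inhibition of thallium flux through KCNK3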
Target sequence (O14649 whole entry, looked up): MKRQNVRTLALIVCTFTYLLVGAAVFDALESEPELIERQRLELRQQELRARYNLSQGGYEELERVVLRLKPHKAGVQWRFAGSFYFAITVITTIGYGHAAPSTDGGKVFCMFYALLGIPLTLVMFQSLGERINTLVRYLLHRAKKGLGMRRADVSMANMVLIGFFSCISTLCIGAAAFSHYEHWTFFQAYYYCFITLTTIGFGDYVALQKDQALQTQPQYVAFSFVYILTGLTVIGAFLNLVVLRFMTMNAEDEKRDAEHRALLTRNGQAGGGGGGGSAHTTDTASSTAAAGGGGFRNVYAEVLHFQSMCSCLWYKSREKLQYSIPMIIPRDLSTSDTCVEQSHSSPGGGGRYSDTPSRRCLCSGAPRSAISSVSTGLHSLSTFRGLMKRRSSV
ANO1 activ: mouse TMEM16A channel activation, primary screen | Q8BHY3 | HEK293 TMEM16A/YFP-H148Q/I152L, iodide quench fluorescence; stronger effect = lower value | B-score at 10 µM | actives 0.3% (n = 340,000);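 active = fluorescence-ratio B-score plate-corrected deviation score at least 3 library SD below zero, with starting fluorescence score within 5 deviations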;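 also: channel opened by trigger with iodide after compound preincubation; score built on the fluorescence ratio of max minus min over baseline; more negative score means more quench and so TMEM16A activation or potentiation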
An asterisk follows results filed as active; i = inactive.

SMILES | HDAC3 inh | KCNK3 block | ANO1 activ
CCOC(=O)C1=C(COC(=O)c2cccnc2SC)NC(=O)NC1C (stereo not drawn) | 1.6 | i | i
COc1cc(OC)cc(C(=O)NNC(=O)c2nn(C)c(=O)c3ccccc23)c1 | -6.1 | i | i
Cc1ccc(C)c(S(=O)(=O)/N=C(/Nc2ccccc2)c2ccccc2)c1 | -1.7 | i | i
Cc1c(C(=O)N2CCN(C3CCS(=O)(=O)C3)CC2)oc2c(F)cccc12 (stereo not drawn) | -3.6 | i | i
CCc1ccc(N=Nc2ccc(O)c3[nH]cnc23)cc1 | 4.2 | i | i
O=C(CNC(=O)c1ccco1)NCC(c1ccco1)N1CCCCC1 (stereo not drawn) | 2.8 | i | i
COc1ccccc1NC(=O)COC(=O)C1=NN(c2ccccc2)C(=O)CC1 | 3.4 | i | i
COc1ccc([C@H]2CC(=O)C=C(c3ccc(C)c([N+](=O)[O-])c3)C2)cc1 | -0.9 | i | i
O=c1oc(C2(O)CCCCC2)cc2ccc(Br)cc12 | 2.1 | i | i
CC(=O)NC12CC3CC(C1)CC(C(=O)N1CCN(S(=O)(=O)c4cccs4)CC1)(C3)C2 | 1.2 | i | i
COc1ccc(S(=O)(=O)N(C)C[C@@H]2Oc3ccc(NC(=O)Nc4c(C)noc4C)cc3C(=O)N([C@H](C)CO)C[C@@H]2C)cc1 | -1.8 | i | i
COc1ccc(NC(=O)CC2SC(N3CCOCC3)=NC2=O)c(OC)c1 (stereo not drawn) | 0.6 | i | i
CCN(CC(=O)Nc1c(F)cccc1F)C(=O)Cc1c(C)nc2ccccc2c1C | 6.0 | i | i
CC(=O)C[C@@H](O)CC(=O)[C@@H]1OC(=O)CCCCC/C=C/Cc2ccccc21 | -2.1 | i | i
O=C(NCC(=O)N1CCN(C(=O)c2ccco2)CC1)c1cccc(Cl)c1 | 11.8 | i | i
O=C(COc1ccccc1)NCC(=O)N1CCCCCC1 | 5.1 | i | i
CCCCn1c(C)nc2cc(S(=O)(=O)N3CCOCC3)ccc21 | -1.5 | i | i
Cc1ccc(C(=O)NNC(=O)c2cc(C)nc3ccccc23)cc1 | 0.1 | i | i
Nc1ccn(CC(=O)N2CCN(c3ccccn3)CC2)c(=O)n1 | 1.0 | i | i
Cc1noc(C)c1COc1cccc(C(=O)N(C)Cc2nc3ccccc3c(=O)[nH]2)c1 | 3.5 | i | i

In another format: results already given.
> CCCCn1c(C)nc2cc(S(=O)(=O)N3CCOCC3)ccc21
  HDAC3 inh = -1.5; KCNK3 block = i; ANO1 activ = i

> CCN(CC(=O)Nc1c(F)cccc1F)C(=O)Cc1c(C)nc2ccccc2c1C
  HDAC3 inh = 6.0; KCNK3 block = i; ANO1 activ = i

> Cc1noc(C)c1COc1cccc(C(=O)N(C)Cc2nc3ccccc3c(=O)[nH]2)c1
  HDAC3 inh = 3.5; KCNK3 block = i; ANO1 activ = i

> COc1ccc(NC(=O)CC2SC(N3CCOCC3)=NC2=O)c(OC)c1 (stereo not drawn)
  HDAC3 inh = 0.6; KCNK3 block = i; ANO1 activ = i

Additional structures follow:
SMILES | HDAC3 inh | KCNK3 block | ANO1 activ
Cc1cc(Br)ccc1NC(=O)CNC(=O)CSc1ncccn1 | -7.0 | i | i
CCCN(CC(=O)Nc1ccccc1OC)C(=O)CCC(=O)c1ccc(Cl)s1 | 2.5 | i | i
CN1CCCN(C(=O)CNC(=O)c2ccccc2Br)CC1 | -1.3 | i | i
COc1ccc(OCC(=O)Nc2nc3cc4c(cc3s2)OCCO4)cc1 | 1.6 | i | i
COc1ccc(C(CNC(=O)c2cccc(S(=O)(=O)N3CCc4ccccc43)c2)N(C)C)cc1 (stereo not drawn) | -0.4 | i | i
CC(C)(C)OC(=O)C[C@H]1C/C=C\C[C@@H](CC(=O)N(CCO)Cc2ccccc2)C(=O)NCCOC1=O | 1.3 | i | i
C[C@H](CO)N1C[C@H](C)[C@@H](CN(C)C(=O)NC2CCCCC2)Oc2ccc(NS(=O)(=O)c3cccs3)cc2C1=O | 5.9 | i | i
CC(OC(=O)C1=COCCO1)C(=O)NC1(C#N)CCCCC1 (stereo not drawn) | -9.2 | i | i
COc1cc(OC)cc(C(=O)NCCCCCCNC(=O)c2cc(OC)cc(OC)c2)c1 | 2.7 | i | i
CNS(=O)(=O)c1ccc(C(=O)NCC(=O)NCC2COc3ccccc3O2)cc1 (stereo not drawn) | 3.5 | i | i
C[C@@]12CCC3[C@@](CCC4[C@@]3(C)CCC[C@@]4(C)C(=O)Nc3ccc(Cl)cc3)(CC1=O)C2 (stereo partly drawn) | 4.6 | i | i
CCN(CC(=O)Nc1c(F)cccc1F)C(=O)Cc1ccc2c(c1)OCCO2 | -1.1 | i | i
Cc1cccc(NC(=O)CN2CCN(C(=O)c3cnn(Cc4ccccc4)c3)CC2)c1C | -1.1 | i | i
Cc1ccc(NC(=O)CN2C(=O)NC3(CCCCCC3)C2=O)cc1Cl | 2.5 | i | i
COc1ccccc1C(=O)NCCC(=O)Nc1ccc(S(=O)(=O)N2CCCC(C)C2)cc1 (stereo not drawn) | -4.6 | i | i
CC(=O)Nc1ccc(S(=O)(=O)N2CCSc3ccccc32)cc1 | 5.4 | i | i
COc1ccc([C@H]2CC(=O)C=C(c3ccc(SC)cc3)C2)cc1OC | 2.2 | i | i
CC(C)n1ncc2c(C(=O)NCC(=O)Nc3ccccc3Br)cc(C3CC3)nc21 | -9.1 | i | i
O=C(CSc1ccccc1)Nc1cccc(S(=O)(=O)N2CCOCC2)c1 | 7.3 | i | i
CC(C)(C)OC(=O)N1CCN(C(=O)c2[nH]cnc2C(=O)NCc2ccccc2)CC1 | -7.6 | i | i
COc1ccc(Cl)cc1NC(=O)CN(C)C(=O)c1cn2ccccc2n1 | 6.1 | i | i
O=C(COC(=O)c1ccc(OC(F)F)cc1)NC(=O)NC1CCCC1 | 8.4 | i | i
CCCCN(C(=O)CCCc1nc2ccccc2s1)c1c(N)n(CC(C)C)c(=O)[nH]c1=O | -4.7 | i | i
CN(Cc1ccccc1)C(=O)COC(=O)c1ccc(Br)c(S(=O)(=O)N2CCOCC2)c1 | 1.9 | i | i
CC1CCCCC1NC(=O)c1ccc2c(c1)OCCO2 (stereo not drawn) | -1.2 | i | i
COc1ccc([C@H]2CC(=O)C=C(c3cccc(C#N)c3)C2)cc1 | 1.7 | i | i
O=S(=O)(Nc1cc(Cl)ccc1-n1cncn1)c1cc(Br)ccc1Br | 5.1 | i | i
NS(=O)(=O)c1cccc(NC(=O)COC(=O)CSCc2ccccc2)c1 | -4.3 | i | i
O=C(COC(=O)c1ccc(Br)o1)NCc1ccccc1Cl | -0.1 | i | i
O=C1N[C@@H](Cc2c[nH]c3ccccc23)COC(=O)[C@@H](Cc2ccc(F)cc2)C/C=C\C[C@H]1CC(=O)N(CCO)Cc1ccccc1 | 5.0 | i | i

Next section.
Order of results: HDAC3 inh | KCNK3 block | ANO1 activ
> O=C(OCC(=O)c1ccc(Cl)s1)c1cncc(Br)c1
    1.8 | i | i
> CC(C)(C)c1ccc(S(=O)(=O)N2CCN(Cc3cc4c(cc3O)OCO4)CC2)cc1
    1.4 | i | i
> COc1ccc(NC(C)=O)cc1S(=O)(=O)NCCc1ccccn1
    -0.1 | i | i
> CC1CCN(C(=O)c2[nH]cnc2C(=O)Nc2ccc(Cl)cc2)CC1
    -10.8 | i | i
> O=C1CCN(Cc2ccccc2)S(=O)(=O)c2ccc(F)cc21
    -0.8 | i | i
> CC(C)(O)C1CC[C@@](C)([C@@H]2CC[C@]3(C)[C@H]2[C@H](O)CC2[C@@]4(C)CCC(O)C(C)(C)C4C(OC4OC(CO)C(O)C(O)C4O[C@@H]4OCC(O)C(O)C4O)C[C@]23C)O1 (stereo partly drawn)
    17.9 | i | i
> O=C(COC(=O)c1cc(S(=O)(=O)N2CCCCC2)ccc1Cl)NC1CCS(=O)(=O)C1 (stereo not drawn)
    -3.6 | i | i
> CSCCC(NC(=O)c1ccccc1Br)C(=O)N1CCN(C(C)=O)CC1 (stereo not drawn)
    -5.9 | i | i
> CCCn1c(SCC(=O)N2CCc3ccccc32)n[nH]c1=O
    -2.9 | i | i
> Cc1ccc(S(=O)(=O)N(C)C)cc1NC(=O)C(C)OC(=O)c1cc[n+]([O-])cc1 (stereo not drawn)
    10.4 | i | i
> CCOc1ccc(S(=O)(=O)NCCC(=O)NCC(c2ccco2)N2CCCCC2)cc1 (stereo not drawn)
    4.9 | i | i
> O=C(Nc1ccc(Cl)c(S(=O)(=O)N2CCOCC2)c1)c1cccs1
    -2.5 | i | i
> CN(CC(=O)NCC1COc2ccccc2O1)S(=O)(=O)c1ccc(Cl)cc1 (stereo not drawn)
    8.6 | i | i
> CCN(C(=O)CSc1nc(-c2cccs2)nc2ccccc12)C1CCS(=O)(=O)C1 (stereo not drawn)
    -7.0 | i | i
> C[C@H]1[C@H](C)CC[C@]2(C)CC[C@]3(C)C(=CC(=O)C4[C@@]5(C)CC[C@H](O)C(C)(C)C5CC[C@]43C)[C@H]12 (stereo partly drawn)
    0.5 | i | i
> COCc1c(C(=O)N2CCN(Cc3ccc4c(c3)OCO4)CC2)oc2ccccc12
    4.0 | i | i
> CCOc1ccc(NC(=O)CN(C)C(=O)c2nc3nc(C)cc(C)n3n2)cc1OCC
    6.5 | i | i
> CCN(Cc1nc2cc(Cl)ccc2c(=O)[nH]1)C(=O)c1nn(C)c(=O)c2ccccc12
    3.0 | i | i
> O=S(=O)(c1ccc(Cl)nc1)N1CCC(Cc2ccccc2)CC1
    5.6 | i | i
> CC1Cc2ccccc2N1S(=O)(=O)c1cccc(C(=O)NNC(=O)c2ccccc2F)c1 (stereo not drawn)
    -1.0 | i | i
> CCC(CO)Oc1cc(NC(=O)c2cccc3ccccc23)c2ncn(C(C)C)c2c1 (stereo not drawn)
    12.9 | i | i
> Cc1nc(SCc2nc3ccccc3[nH]2)c2oc3ccc(Br)cc3c2n1
    5.9 | i | i
> N#Cc1cc([N+](=O)[O-])ccc1NC(=O)CSc1n[nH]c(=O)[nH]c1=O
    8.0 | i | i
> O=C(NC1CCCC1)c1cccc(S(=O)(=O)Nc2ccccc2F)c1
    -4.5 | i | i
> CCN(Cc1ccncc1)C(=O)c1cccc(S(=O)(=O)N2CCCCC2)c1
    4.2 | i | i
> CCC(=O)NC(c1cc(Cl)c2ccccc2c1O)C1CC1 (stereo not drawn)
    -7.3 | i | i
> COc1cc2c(cc1OC)CN(C(=O)CSc1ccccc1C)CC2
    -3.7 | i | i
> O=C(NCC(c1ccc(F)cc1)N1CCOCC1)c1ccc(-c2ccccc2)cc1 (stereo not drawn)
    -9.7 | i | i
> O=C(NN=Cc1cccc([N+](=O)[O-])c1)c1cc(-c2cccnc2)nc2ccccc12
    -10.2 | i | i
> C/C=C(/C)C(=O)O[C@@H]1c2c(ccc3ccc(=O)oc23)OC(C)(C)[C@@H]1OC(C)=O
    -1.6 | i | i
> Cc1cc(C)c2nc(N3C(=O)C(O)=C(C(=O)c4ccco4)C3c3ccc(O)cc3)sc2c1 (stereo not drawn)
    12.0 | i | i
> Cc1ccc(CNC(=O)Cn2cnc3c(NC(=O)OCc4ccccc4)ncnc32)o1
    -5.8 | i | i
> COc1ccc(OCC(=O)N2CCN(S(=O)(=O)c3ccc(Cl)s3)CC2)cc1
    3.0 | i | i
> CC(Sc1nnc(-c2ccncc2)n1-c1ccc(F)cc1)C(=O)NC1CC1 (stereo not drawn)
    6.7 | i | i
> O=C(Cc1ccc2c(c1)OCCO2)Nc1cccc(S(=O)(=O)N2CCOCC2)c1
    0.2 | i | i
> CCn1c(SCC(=O)Nc2cccc(S(=O)(=O)N(C)c3ccccc3)c2)nnc1C1CC1
    4.7 | i | i
> COc1cc(C(=O)NNC(=O)c2cc(-c3ccccc3)n[nH]2)cc(OC)c1C
    3.2 | i | i
> NS(=O)(=O)c1ccc(NC(=O)c2ccc(S(=O)(=O)N3CCCCCC3)cc2)cc1
    -0.4 | i | i
> O=C(COC(=O)CNC(=O)c1cc(Cl)cc([N+](=O)[O-])c1)NC(=O)NCc1ccco1
    -1.0 | i | i
> COC(=O)[C@H](Cc1ccccc1)NC(=O)[C@@H](N)CC(=O)OCc1ccccc1
    3.2 | i | i
> C#CCOCCOCCOCCNc1nc(N2CCN(C(=O)[C@H](CCCCN)n3cc(CN)nn3)CC2)nc(N2CCN(C(=O)[C@H](CCCN=C(N)N)n3cc(C(N)[C@H](C)CC)nn3)CC2)n1 (stereo partly drawn)
    -2.1 | i | i
> COc1ccc(S(=O)(=O)N2CCCCC2)cc1NC(=O)C1CC(=O)N(Cc2ccco2)C1 (stereo not drawn)
    -0.6 | i | i
> C[C@H](CO)N1C[C@H](C)[C@@H](CN(C)Cc2ccc3c(c2)OCO3)Oc2c(NC(=O)C3CC3)cccc2C1=O
    -1.5 | i | i
> Cc1cc(C)c(C)c(S(=O)(=O)N2CCC(C(=O)NCCCN3CCOCC3)CC2)c1C
    -4.4 | i | i
> CC(C)C(NC(=O)c1ccccc1)C(=O)OCn1nnc2ccccc2c1=O (stereo not drawn)
    -10.9 | i | i
> Cc1ccsc1CN(C)CC(=O)NCC(=O)Nc1ccc(F)c(F)c1F
    5.0 | i | i
> COc1ccc(NC(=O)N(C)C[C@H]2Oc3ccc(NS(=O)(=O)c4ccc(F)cc4)cc3C(=O)N([C@H](C)CO)C[C@@H]2C)cc1
    -3.9 | i | i
> COc1ccccc1C(=O)NCCC(=O)Nc1ccc(S(=O)(=O)Nc2ncccn2)cc1
    -7.1 | i | i
> CN(C(=O)COC(=O)CSc1ccc([N+](=O)[O-])cc1)c1ccccc1
    5.3 | i | i
> Cc1occc1C(=O)Nc1cccc(S(=O)(=O)N2CCOCC2)c1
    2.0 | i | i
> c1ccc2c(c1)CCc1c(-c3ccncc3)n[nH]c1-2
    3.1 | i | i

Only part of the results is shown; the hit share may differ from the screen's.
